PMI act = phosphomannose isomerase (human) activation. purified human PMI, coupled resazurin fluorescence, 20 min; stronger effect = higher value; 1 = vehicle control, 0 substrate-free wells. activation factor at 20 µM. actives 0.005% (n = 190,000). AID 1214;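 active means activation factor of 2 or more at 20 µM, relative to plate controls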
G6PDH counter = inhibits Leuconostoc G6PDH, flagging false hits in G6PDH-based assays | Purified L. mesenteroides G6PDH, diaphorase/resazurin coupled fluorescence, 45 min | inhibition, % at 5 µM | actives 0.12% (n = 200,000) | AID 1020; in the data active means inhibition above about 50%
PMI act hi M6P = PMI (human) activation, high substrate; P34949; coupled PMI enzyme assay, resazurin fluorescence, 20 min; stronger effect = higher value; 1 = untreated enzyme, 0 = substrate-free blank; activation factor at 20 µM; actives 0.34% (n = 190,000); AID 1216;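 active means activation factor of 2 or more at 20 µM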
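test system = human PMI in coupled enzyme assay | medium = HEPES-buffered pH 7.4 with magnesium and detergent | also added = 1.0 mM mannose-6-phosphate substrate with 0.22 mM NADP+ | compound = 20 µM single dose | times = 20 min incubation at room temperature | measured by = resorufin fluorescence (Ex 544/Em 590 nm) from resazurin via diaphorase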
Diaph act CS = activates diaphorase or chemically reduces, flagging diaphorase assay artifacts; Diaphorase/resazurin coupled assay, resorufin fluorescence, 16 min; stronger effect = higher value; 1 = vehicle wells, 0 = NADH-free wells; activation factor at 20 µM; actives 0.005% (n = 190,000); AID 1229;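 active means diaphorase activity raised at least twofold by the compound at 20 µM; inactive means activation factor below 2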
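Assay system: bacterial diaphorase enzyme (C. kluyveri) / Input: enzyme 0.07 U/mL final / Medium: 50 mM HEPES pH 7.4 with 4.542 mM MgCl2, 0.005% Tween 20 / Doses: single compound dose of 20 µM, 1% DMSO final / Incubation: 16 min enzyme reaction, ambient temperature / Signal: fluorescence, excitation 544 nm and emission 590 nm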
Diaphorase inh = inhibits diaphorase or chemically oxidizes, flagging diaphorase assay artifacts. diaphorase resazurin-to-resorufin fluorescence, NADH, 16 min; bacterial (C. kluyveri) enzyme, not human. inhibition, % at 20 µM. actives 0.69% (n = 190,000). AID 1217;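 active means primary screen inhibition at 20 µM above a set limit, cut at about 50% in these data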;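 further: plate controls were DMSO with full reaction for no effect and wells lacking NADH for full effect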
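Detection: fluorescence of resorufin formed from resazurin, Ex 544/Em 590 nm; test system: Clostridium kluyveri diaphorase enzyme; amount: 0.14 U/mL diaphorase, enzyme working solution; times: 16-min room-temperature incubation before reading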
TNAP act hi DEA = TNAP (human) activation, high acceptor; purified TNAP, CDP-star luminescence, 1 M DEA, 30 min; stronger effect = higher value; 0 = EDTA background, 1 = DMSO-only activity; activation factor at 20 µM; 200,000 tested, under 10 active; AID 1136;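 active means activation factor at least 2 at 20 µM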
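Dosing: 20 µM single point. System: human TNAP. Amount: TNAP 1/800 final. Incubation: 30 min, room temperature. Read-out: TNAP activation factor scaled between EDTA and DMSO control wells. Signal: luminescence from CDP-star hydrolysis. Medium: 1 M DEA, pH 9.8, Mg2+, Zn2+. Control set: EDTA negative control, DMSO positive control.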
TNAP inh hiacc = TNAP (human) inhibition, high acceptor | actives 0.03% (n = 200,000) | inhibition, % at 20 µM | purified TNAP, CDP-star luminescence, 1 M DEA;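 active means over 50% inhibition of tissue-nonspecific alkaline phosphatase at 20 µM in the single-dose screen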;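 further: plate controls were DMSO wells for no effect and EDTA-quenched wells as full inhibition for full effect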
TNAP inh noacc = blocks human TNAP activity with no phosphate acceptor present | AID 1012 | inhibition, % at 20 µM | actives 0.26% (n = 200,000) | purified TNAP, CDP-star luminescence, 30 min | P05186;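 active means tissue-nonspecific alkaline phosphatase inhibition above about 50% at 20 µM in the single-dose screen, limit read from the data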;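 further: 0% = DMSO negative control and 100% = EDTA positive control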
HMGR II inh = inhibitors of class II HMG-CoA reductase from Enterococcus faecalis; purified E. faecalis HMGR, NADPH absorbance 340 nm kinetic; inhibition, % at 10 µM; actives 0.41% (n = 190,000); AID 1066;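 active means inhibition above a set limit, the median over all tested compounds plus 3 SD, cut at about 9.5% in these data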;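 further: enzyme runs in reverse so mevalonate oxidation gives rising NADPH absorbance; 0% = complete reaction with DMSO and 100% = background rate lacking mevalonate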
FLuc stim CS = firefly luciferase counter-screen for stimulation assays; P08659; ATPlite luciferase biochemical, luminescence, 10 min; 0 = ATP-free wells, 1 = DMSO control; activation factor at 10 µM; 200,000 tested, under 10 active; AID 1027;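 active means luciferase activation factor, scaled between plate controls, of at least 2 with compound at 10 µM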
Target sequence (P08659 whole entry, looked up): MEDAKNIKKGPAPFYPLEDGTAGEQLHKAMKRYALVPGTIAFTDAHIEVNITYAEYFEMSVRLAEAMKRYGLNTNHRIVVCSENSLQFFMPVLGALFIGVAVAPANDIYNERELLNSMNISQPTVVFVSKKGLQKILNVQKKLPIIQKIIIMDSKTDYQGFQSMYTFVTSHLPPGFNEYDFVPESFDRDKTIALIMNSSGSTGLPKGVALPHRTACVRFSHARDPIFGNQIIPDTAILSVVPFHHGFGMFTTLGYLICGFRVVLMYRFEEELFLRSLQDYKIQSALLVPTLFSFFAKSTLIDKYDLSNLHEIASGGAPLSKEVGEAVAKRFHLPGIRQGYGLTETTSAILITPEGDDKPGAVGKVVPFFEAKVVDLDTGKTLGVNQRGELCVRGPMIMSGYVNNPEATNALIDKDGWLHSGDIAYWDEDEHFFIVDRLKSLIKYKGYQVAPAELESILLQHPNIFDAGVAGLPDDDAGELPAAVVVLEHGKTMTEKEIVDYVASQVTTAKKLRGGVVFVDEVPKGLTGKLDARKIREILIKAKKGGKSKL
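Assay system – cell-free luciferase reagent · Medium – PBS-based ATP solution · Dosing – test compounds dosed from 2 mM stocks in 100% DMSO · Timing – 10 min, room temperature · Technique – light output (luminescence) · Measure – luminescence gain marking luciferase activators · Controls – No-ATP low control, compound-free enzyme-plus-ATP high control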
An asterisk follows results filed as active.

Keys – A = PMI act; B = G6PDH counter; C = PMI act hi M6P; D = Diaph act CS; E = Diaphorase inh; F = TNAP act hi DEA; G = TNAP inh hiacc; H = TNAP inh noacc; I = HMGR II inh; J = FLuc stim CS
smiles: CCN1CCN(Cc2c(O)ccc3c(=O)c(-c4ccc(OC)c(OC)c4)c(C)oc23)CC1
  A: 0.9	B: 9.9	C: 1	D: 1.1	E: -6.3	F: 1.1	G: -5.6	H: -11.5	I: 0.7	J: 1
smiles: Cn1nnc2c(C(N)=O)ncn2c1=O
  A: 1	B: 0.1	C: 1	D: 0.9	E: 10.1	F: 1	G: -1.8	H: -23.1	I: -2.9	J: 1
smiles: Nc1c(C(=O)Nc2ccccc2F)sc2nc(Cc3ccccc3)cc(C(F)(F)F)c12
  A: 1	B: 4.0	C: 1	D: 0.9	E: 12.0	F: 1	G: -3.0	H: -15.0	I: -6.1	J: 1
smiles: COc1ccc(OC)c(C2CC(=O)OC3=C2C(=O)CC(C)(C)C3)c1 (configuration not stated)
  A: 1.2	B: 5.2	C: 1.1	D: 1	E: 4.4	F: 1	G: 0.3	H: 8.7	I: 2.5	J: 1
smiles: COc1ccc(N2C(N)=NC(N)=NC23CCCC3)cc1
  A: 0.9	B: 5.6	C: 0.9	D: 0.8	E: 16.7	F: 1	G: -4.0	H: -14.0	I: -3.4	J: 1.1
smiles: COc1ccc2ccccc2c1/C=N/NC(=O)CC1(C)OCCCO1
  A: 1.1	B: 22.0	C: 1	D: 1	E: 2.6	F: 1	G: 1.0	H: 1.2	I: -1.3	J: 1.1
smiles: COc1ccc(C(=O)Nc2cccc(/C(C)=N/NC(=O)c3ccc([N+](=O)[O-])cc3)c2)cc1OC
  A: 1	B: 1.6	C: 1	D: 1	E: -0.3	F: 1	G: -2.9	H: -5.2	I: -0.9	J: 1
smiles: CN(C(=O)CSc1nnc(Nc2ccccc2)s1)C1CCS(=O)(=O)C1 (configuration not stated)
  A: 1.1	B: -3.6	C: 0.9	D: 0.8	E: 15.0	F: 1.1	G: -5.9	H: -3.7	I: -6.0	J: 0.9
smiles: CC(=O)Cc1nsc(Nc2ccc(Cl)cc2)n1
  A: 1.1	B: 14.1	C: 1.1	D: 1.2	E: -21.0	F: 1.1	G: -5.2	H: -7.0	I: -0.9	J: 1
smiles: c1ccc(CC2CCN(c3nc4ccccc4n4cnnc34)CC2)cc1
  A: 0.9	B: 2.7	C: 0.9	D: 0.9	E: 11.5	F: 1	G: -1.0	H: -1.7	I: -7.2	J: 1
smiles: CC(=O)Nc1ccc(NC(=O)C2CCCN(C(=O)c3ccc(Cl)cc3)C2)cc1 (configuration not stated)
  A: 1	B: 3.2	C: 1	D: 0.9	E: 9.0	F: 1	G: -2.3	H: -10.2	I: -3.0	J: 1
smiles: N#CCCN1CCN(C(=S)c2ccc(-c3ccc(Cl)c(Cl)c3)o2)CC1
  A: 0.9	B: 1.4	C: 0.9	D: 0.8	E: 16.1	F: 1	G: 3.8	H: -1.0	I: -3.9	J: 1
smiles: Cc1ccc(/C=N/NC(=O)c2cc(-c3cccnc3)nc3ccccc23)cc1
  A: 1	B: -0.2	C: 1	D: 0.9	E: 6.6	F: 1.1	G: -5.8	H: -12.1	I: 0.9	J: 1
smiles: O=C(NC(=S)NC1CCCC1)c1ccccc1Br
  A: 1	B: -0.7	C: 1.1	D: 1	E: 2.5	F: 1	G: 3.0	H: -2.2	I: 2.1	J: 1
smiles: COCc1[nH][nH]c(=O)c1C=Nc1ccc(Oc2ccccc2)cc1
  A: 1.1	B: 4.8	C: 1	D: 0.9	E: 9.2	F: 1	G: -3.8	H: -56.5	I: -2.8	J: 1.1
smiles: Cc1ccc(C)c(C(=O)N(C)CC(=O)Nc2ccccc2C(F)(F)F)c1
  A: 1.1	B: 12.2	C: 1	D: 1	E: 0.6	F: 1	G: 2.0	H: -5.2	I: 2.0	J: 1
smiles: C=CCOc1ccc(/C(O)=C2/C(=O)C(=O)N(CCN3CCOCC3)C2c2ccc(C)cc2)cc1 (configuration not stated)
  A: 1	B: -3.3	C: 1	D: 0.9	E: 6.5	F: 0.9	G: 5.0	H: -1.4	I: -0.6	J: 1
smiles: CC12CCC(C(N)=O)(C1Br)C2(C)C (configuration not stated)
  A: 1.1	B: 9.8	C: 1	D: 1.1	E: -6.7	F: 1	G: -2.3	H: -15.2	I: -6.3	J: 1
smiles: Cc1cc(C)nc(/N=C(\N)Nc2ccc3c(c2)OCCO3)n1
  A: 0.9	B: 10.0	C: 1	D: 1.1	E: -7.4	F: 1	G: -4.2	H: -6.6	I: -4.5	J: 1
smiles: COc1ccc(OC)c(NC(=O)Nc2cccc(Cn3cccn3)c2)c1
  A: 0.9	B: 0.5	C: 0.9	D: 1	E: 1.2	F: 1	G: -0.8	H: -7.6	I: -1.0	J: 0.9
smiles: CCCCCNC(=O)c1ccc2c(=O)n(CCCOCC)c(=S)[nH]c2c1
  A: 1.1	B: 3.3	C: 1.2	D: 1	E: 4.4	F: 1	G: -1.4	H: -6.0	I: -4.8	J: 1.1

Part of the list above, with each value named:
Cc1ccc(/C=N/NC(=O)c2cc(-c3cccnc3)nc3ccccc23)cc1
  PMI act = 1	G6PDH counter = -0.2	PMI act hi M6P = 1	Diaph act CS = 0.9	Diaphorase inh = 6.6	TNAP act hi DEA = 1.1	TNAP inh hiacc = -5.8	TNAP inh noacc = -12.1	HMGR II inh = 0.9	FLuc stim CS = 1
CC(=O)Nc1ccc(NC(=O)C2CCCN(C(=O)c3ccc(Cl)cc3)C2)cc1 (configuration not stated)
  PMI act = 1	G6PDH counter = 3.2	PMI act hi M6P = 1	Diaph act CS = 0.9	Diaphorase inh = 9.0	TNAP act hi DEA = 1	TNAP inh hiacc = -2.3	TNAP inh noacc = -10.2	HMGR II inh = -3.0	FLuc stim CS = 1
COc1ccc(OC)c(NC(=O)Nc2cccc(Cn3cccn3)c2)c1
  PMI act = 0.9	G6PDH counter = 0.5	PMI act hi M6P = 0.9	Diaph act CS = 1	Diaphorase inh = 1.2	TNAP act hi DEA = 1	TNAP inh hiacc = -0.8	TNAP inh noacc = -7.6	HMGR II inh = -1.0	FLuc stim CS = 0.9
Cc1ccc(C)c(C(=O)N(C)CC(=O)Nc2ccccc2C(F)(F)F)c1
  PMI act = 1.1	G6PDH counter = 12.2	PMI act hi M6P = 1	Diaph act CS = 1	Diaphorase inh = 0.6	TNAP act hi DEA = 1	TNAP inh hiacc = 2.0	TNAP inh noacc = -5.2	HMGR II inh = 2.0	FLuc stim CS = 1

Screening data as filed in PubChem BioAssay.
